High-throughput results (PubChem)
S3 lipid droplet – qHTS Assay for Lipid Storage Modulators in Drosophila S3 Cells; lipid storage change, negative = inhibition, % at the top dose, mostly 46.1 µM; hits show Potency in µM; AID 2685; hit rate 0.64% among 320,000; Drosophila S3 cells, BODIPY lipid droplet fluorescence, 18-24 h; cells fed with added oleic acid; active = well fitted inhibition curve with a large enough effect in the signal ratio, with a control signal flat, not every such curve was filed as active; inconclusive = small, poorly fitted or top-dose-only effect, or effect the other way, or a change in a side signal; the % refers to the signal ratio
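Drosophila S3 cells got compounds at several concentrations plus oleic acid (400 uM solution). Laser-scanning cytometry with 488 nm excitation read lipid droplets at 500-530 nm and cells at 575-640 nm. Percent activity was relative to 20 uM Triacsin C.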
S3 lipid droplet cell count max – further read-out of S3 lipid droplet, marked with its call; cell number change, %; measured here: cell count max response;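 cells counted by Cell Tracker Red CMTPX staining in the red channel; peak over a dose series mostly up to 46.1 µM; percent activity relative to internal control wells on each plate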
* marks the source's active call; other numbers are inactive results; i = inactive; ? = inconclusive; . = not tested or not shown; [ ] = dose if it differs, or a comment. % is set by controls: 0 for no effect and ±100 for the full control effect; potency is the fitted concentration of half-maximal effect. These rows are one share of the data (hit frequency here may not be typical).

Values in the order – S3 lipid droplet | S3 lipid droplet cell count max
1) CC(C(=O)Nc1cc([N+](=O)[O-])ccc1Cl)N1CCN(c2ccc(O)cc2)CC1 (stereo not drawn)
  16.5% | 3.6
2) Oc1ccc(C[C@H]2CNCCN2CCCCC2CCCCC2)cc1
  ? | .
3) CC(C)=CCCC(C)CN1CCC(n2nccc2NC(=O)c2cccnc2)CC1 (stereo not drawn)
  ? | .
4) COc1ccc(C(=O)NCc2ccc3c(c2)OCO3)cc1S(=O)(=O)N(C)Cc1ccccc1
  ? | .
5) Cc1ccccc1CNC(=O)c1ccccc1C(=O)O
  2.5% | -8.1
6) Cn1cccc1Cc1nnc(SCC(=O)Nc2ccccc2)n1-c1ccc(F)cc1
  25.9% | 6.4
7) Cc1cccc(Nc2c3c(nc4ncnn24)CCC3)c1
  25.3% | 8.2
8) CC(C)c1ccc(/C=C/C(=O)Nc2nn[nH]n2)cc1
  0.2% | 7.9
9) N/C(=N\OC(=O)CC1CCCCC1)c1ccncc1
  ? | .
10) CCC1(c2ccccc2)NC(=O)N(CC(=O)NNC(=O)COc2ccc(Cl)cc2C)C1=O (stereo not drawn)
  ? | .
11) COC(=O)Cn1ncc2c3ccccc3n(Cc3ccccc3)c2c1=O
  ? | .
12) CN(C)CCNc1nc(-c2ccccc2)c2c(c1C#N)CC(C)(C)OC2
  ? | .
13) N#Cc1ccc(C(=O)Nc2nc(SCc3ccc(Cl)cc3)n[nH]2)cc1
  ? | .
14) Cc1ccc(-c2nn(C)c(=O)c3ccccc23)cc1S(=O)(=O)NCCO
  ? | .
15) CC(=O)NS(=O)(=O)c1cccnc1Nc1ccc(Cl)c(Cl)c1
  i | 18.2
16) CN(C)c1cc(N/N=C/c2ccc(Cl)cc2)nc(N(C)C)n1
  ? | .
17) Cc1[nH]c2c(C)cccc2c1CN1CCC(CO)(Cc2ccccc2)CC1
  ? | .
18) CCCCNc1nc(-c2ccccc2)c(C(=O)OCC)cc1C#N
  18.7% | 9.3
19) O=C1NC2(CCCCC2)N=C1c1ccc(F)cc1
  ? | .
20) CNC(=O)CSc1nnnn1-c1cc(C)ccc1C
  -2.3% | 3.9
21) O=C(Nc1ccc(Cl)c(Cl)c1)Nc1ccc(Br)cc1F
  ? | .
22) CCOC(=O)N1CCN(C(=O)c2cc(COc3ccc(F)cc3F)on2)CC1
  i | -5.0
23) CCC(CC)c1nc2ccccc2c(=O)[nH]1
  22.1% | 5.8
24) COc1ccc(-c2csc(NC(=S)NC(=O)c3ccc4ccccc4c3)n2)cc1OC
  -21.8% | 28.1
25) CCCCc1cc(=O)oc2c3c(cc(OCC(=O)N4CCC[C@H]4C(=O)O)c12)OC(C)(C)CC3
  ? | .
26) Cc1cccc(CN2CCC(Oc3ccc(C(=O)N4CCCC4)cc3)CC2)n1
  21.3% | -12.0
27) CN(NC(=O)c1ccccc1F)c1nc(C(F)(F)F)nc2ccccc12
  ? | .
28) COC(=O)[C@H](Cc1ccccc1)NC(=O)N1CCCCCC1
  10.1% | 9.2
29) O=C(CN1C2=NCCCN2c2ccccc21)c1ccc(Cl)cc1Cl
  ? | .
30) NC(=O)COC(=O)c1cc(S(=O)(=O)N2CCOCC2)ccc1N1CCCCC1
  -1.9% | 3.7
31) O=C(O)/C=C/c1ccc(O)c(O)c1
  -7.1% | 18.6
32) CCOC(=O)/C(C(N)=NCc1ccco1)=C(/O)c1ccccc1
  ? | .
33) O=C(O)c1ccc2ncc(NC(=O)c3ccc(F)cc3)c(=O)n2c1
  -4.8% | 5.0
34) COc1cccc(NC(=O)c2nn(-c3ccc(OC)cc3OC)c(=O)c3ccccc23)c1
  -2.0% | -10.3
35) O=C(NCCC1=CCCCC1)C(=O)NCc1ccncc1
  4.0% | -1.9
36) O=C(CN(Cc1ccco1)C(=O)CNS(=O)(=O)c1ccc(F)cc1)NCc1ccco1
  ? | .
37) N#Cc1c(-c2ccc(F)cc2)cc(-c2cccs2)nc1SCC(=O)O
  7.9% | 14.6
38) COCCNC(=O)c1ccccc1NC(=O)c1cc(OC)cc(OC)c1
  ? | .
39) Cc1cc(=O)[nH]c(Nc2ccccc2C)n1
  1.1% | 11.1
40) COc1ccc(-c2cc(C)no2)cc1S(=O)(=O)N1CCOc2ccccc21
  ? | .
41) COc1ccc(C(CNC(=O)c2cccc(S(=O)(=O)N3CCCC3)c2)N2CCCC2)cc1 (stereo not drawn)
  ? | .
42) CC(=O)NC(Cc1ccc(F)cc1)C(=O)N1CCN(C(=O)NCc2ccccc2)CC1 (stereo not drawn)
  ? | .
43) OCC1(CCc2ccccc2)CCCN(CCCc2ccccc2)C1 (stereo not drawn)
  3.3% | 18.7
44) ON=Cc1cccn1-c1ccccc1
  ? | .
45) OC1(c2ccc(F)cc2)CCN(Cc2ccccc2)C1 (stereo not drawn)
  -11.4% | -6.8
46) O=C(C1CCCN(S(=O)(=O)c2cc(Cl)ccc2Cl)C1)N1CCCCCC1 (stereo not drawn)
  ? | .
47) CC(C)OCCCNc1ncc2c(n1)CC(c1ccc(N(C)C)cc1)CC2=O (stereo not drawn)
  ? | .
48) CCCCC(=O)Nc1nnc(-c2ccc(OC)cc2)s1
  0.5% | -7.6
49) COc1ccc(Cc2nc3ccc(S(=O)(=O)N4CCOCC4)cc3[nH]2)cc1
  -15.2% | -13.3
50) c1ccc(Oc2ncnc3sccc23)cc1
  ? | .
51) CCN(Cc1ccccc1)C(=O)COC(=O)c1cc(=O)[nH]c2ccccc12
  -3.1% | -8.7
52) CNc1nc(N)c(C(=O)Nc2cc(C)on2)s1
  0.6% | -0.8
53) Cc1cc(NC(=O)c2cc(-c3ccc(C)c(C)c3)nc3ccccc23)no1
  ? | .
54) COc1ccc(-c2nnc(-c3cc(OC)c(OC)c(OC)c3)o2)cc1OC
  ? | .
55) O=C(O)C(=O)/C(=C\c1ccsc1)c1ccc2ccccc2n1
  i | 21.8
56) NC(=O)C1(N2CCCCC2)CCN(C2CC(=O)N(Cc3ccc(N4CCCC4=O)cc3)C2=O)CC1 (stereo not drawn)
  ? | .
57) COc1ccc(CNC(=O)c2ccc3nccnc3c2)cc1
  16.7% | 3.6
58) COc1ccc(/C=N/NC(=O)CCSc2nc3ccccc3s2)cc1OC
  ? | .
59) O=C(CCN1CCOCC1)Nc1cc(C(=O)Nc2ccccc2F)ccc1N1CC2CC(C1)c1cccc(=O)n1C2 (stereo not drawn)
  ? | .
60) O=C(O)CNC(=O)C(c1ccccc1)c1ccccc1
  12.0% | 22.3

The list continues:
Values in the order – S3 lipid droplet | S3 lipid droplet cell count max
61) NC(=O)COc1ccc(/C=N\NC(=O)CC(=O)NCCc2ccccc2)cc1
  9.4% | 14.4
62) Cc1ccc(SCCN2CCN(CCc3ccccc3)CCC2=O)cc1
  ? | .
63) c1ccc(Cc2nn[nH]n2)cc1
  ? | .
64) O=C(c1cc(-c2ccccc2)n[nH]1)N1CCN(S(=O)(=O)c2ccccc2)CC1
  ? | .
65) COc1ccc(C(=O)C2CCCN(C(=O)C3CCOCC3)C2)cc1OC (stereo not drawn)
  ? | .
66) CCN(C(=O)Nc1cccc(Cl)c1)c1ccccc1
  ? | .
67) CN(C1CCCCC1)S(=O)(=O)c1ccccc1
  ? | .
68) CC1C(=O)N2CCCc3cc(NS(=O)(=O)c4ccc([N+](=O)[O-])cc4)cc1c32 (stereo not drawn)
  -10.8%[0.0737 µM] | .
69) CCC(Oc1ccc2ccccc2c1)C(=O)O (stereo not drawn)
  ? | .
70) O=S(=O)(NCC1CCCO1)c1cnc(Cl)c(Cl)c1 (stereo not drawn)
  ? | .
71) S=C(NC1CCCCC1)N1CCn2cccc2C1c1cccnc1 (stereo not drawn)
  1.6% | 3.0
72) CCOC(=S)N/C(=N\S(=O)(=O)c1ccc(C)cc1)c1ccccc1
  -12.0% | .
73) O=C(Cn1cc2c(n1)CCCCC2)N1CCCCC1
  12.9% | 1.8
74) C=CCOC(=O)C(=O)/C=C/c1coc2ccccc2c1=O
  ? | .
75) CC(C)Oc1ccc(C2NC(=O)c3ccccc3O2)cc1 (stereo not drawn)
  ? | .
76) Cc1csc(N2CCCC2=O)n1
  ? | .
77) CC1CCc2c(sc(NC(=O)c3cccs3)c2C(=O)O)C1 (stereo not drawn)
  4.4% | 7.4
78) C=CCn1c(CCCOc2ccc(Cl)cc2Cl)n[nH]c1=S
  ? | .
79) CN(C(=O)CCc1ccccc1F)C1CCCN(Cc2ccccc2F)C1 (stereo not drawn)
  -6.4% | -15.0
80) CC(=O)Nc1ccc(S(=O)(=O)NNC(=S)NCc2ccco2)cc1
  ? | .

Excerpt, compounds 74 to 75
Values in the order – S3 lipid droplet | S3 lipid droplet cell count max
74) C=CCOC(=O)C(=O)/C=C/c1coc2ccccc2c1=O
  ? | .
75) CC(C)Oc1ccc(C2NC(=O)c3ccccc3O2)cc1 (stereo not drawn)
  ? | .

Full records as entered above:
O=S(=O)(NCC1CCCO1)c1cnc(Cl)c(Cl)c1 (stereo not drawn) across the screens: S3 lipid droplet = ?; S3 lipid droplet cell count max = .
CN(C1CCCCC1)S(=O)(=O)c1ccccc1 across the screens: S3 lipid droplet = ?; S3 lipid droplet cell count max = .
COC(=O)[C@H](Cc1ccccc1)NC(=O)N1CCCCCC1 across the screens: S3 lipid droplet = 10.1%; S3 lipid droplet cell count max = 9.2

Further compounds follow:
Values in the order – S3 lipid droplet | S3 lipid droplet cell count max
81) Cc1nonc1CN(C)C(=O)c1cc(COc2ccc(F)cc2Cl)on1
  ? | .
82) N#Cc1nc(-c2cccc3ccccc23)oc1N
  ? | .
83) CC(=O)c1ccc(-c2ccccc2[C@H]2[C@H]3C=CC[C@@H](C)[C@@H]3C(=O)N2Cc2ccccc2)cc1
  -12.7% | -16.3
84) O=C(CSc1nnc(-c2ccc(O)cc2)n1Cc1ccco1)N1CCc2ccccc2C1
  ? | .
85) O=C(NCCCN1CCN(Cc2ccccc2)CC1)C1CCN(S(=O)(=O)N2CCCC2)CC1
  7.7% | 0.9
86) COc1ccccc1C(=O)NC(CCSC)C(=O)NCC(c1cccs1)N1CCOCC1 (stereo not drawn)
  i | .
87) CCOC(=O)CSc1nc(=O)n2cccc(C)c2n1
  ? | .
88) Cc1ccc(Nc2cnn(C34CC5CC(CC(CC(=O)O)(C5)C3)C4)c(=O)c2Cl)cc1
  ? | .
89) N#Cc1c(N2CCN(c3ccc(F)cc3)CC2)nc(N)c2c(N)nc3c(c12)CC(=O)N3C1CC1
  i | -23.3
90) CCOC(CNc1cc(C)nc2c(-c3ccccc3OC)c(C)nn12)OCC
  0.0% | -8.7
91) CCOC(=O)Cc1csc(CC(N)=O)n1
  ? | .
92) CCN(CC)CCCN(C(=O)c1cccc(C)c1)c1nc(-c2ccc(OC)cc2)cs1
  ? | .
93) CC(=O)Nc1ccc(N=NC2C(=O)N(C(N)=S)N=C2C)cc1 (stereo not drawn)
  ? | .
94) O=C(O)c1cccc(-c2nc3ccccc3[nH]2)c1
  ? | .
95) CCCn1c(SCC(=O)Nc2cccc(F)c2)nc(O)cc1=O
  -3.2% | -21.0
96) O=C(NCc1ccccn1)c1c(O)c2cccc3c2n(c1=O)CC3
  ? | .
97) CCOc1ccc(N(C(=O)c2cnccn2)C(C(=O)NC2CCCCC2)c2ccc(O)cc2)cc1 (stereo not drawn)
  4.7% | 17.1
98) O=C(c1ccc(CS(=O)(=O)c2ccccc2)o1)N1CCN(c2ccccc2)CC1
  ? | .
99) O=c1c2sc3nc(N4CCOCC4)c4c(c3c2nnn1Cc1ccccc1)CCCC4
  -0.1% | 10.6
100) CCOC(=O)/C=c1\s/c(=C\c2ccc(C)cc2)c(=O)n1CC(=O)NCc1ccco1
  ? | .
101) Cc1ccc(S(=O)(=O)c2nc(-c3ccccc3Cl)oc2NCCCN2CCOCC2)cc1
  i | .
102) Cc1nc2c(C(=O)NCCC(C)C)c[nH]n2c(=O)c1Cc1ccccc1F
  22.6% | -18.8
103) COc1ccc(N2CCN(S(=O)(=O)c3ccc(-c4cnc(C5CC5)o4)cc3)CC2)cc1
  i | 1.4
104) O=C1CCCc2oc3ccc(NS(=O)(=O)c4cccc5cccnc45)cc3c21
  ? | .
105) c1cnc(-c2nnc3n2CCCCC3)cn1
  8.4% | 1.8
106) Cc1cc(Cl)c2oc(C(=O)N(C)C3CCOC3)c(C)c2c1 (stereo not drawn)
  ? | .
107) CCOc1ccc(S(=O)(=O)N2CCCCC2)cc1NC(=O)c1c(CC)noc1C
  ? | .
108) Cc1c(Cl)c([N+](=O)[O-])nn1CC(=O)N1CCCc2ccccc21
  ? | .
109) CCOc1ccc(NC(=O)C2CCCN(c3cnccn3)C2)cc1 (stereo not drawn)
  ? | .
110) Cc1c(C)c2c(OCC(=O)Nc3ccc(CCO)cc3)cc3c(c2oc1=O)CCC(C)(C)O3
  ? | .
111) CCn1cc(/C=N\NC(=O)Cc2ccc([N+](=O)[O-])cc2)c(C)n1
  ? | .
112) COc1cccc(/C=N/NC(=O)c2cc3c(OC)cccc3[nH]2)c1OC
  4.8% | 1.1
113) O=[N+]([O-])c1ccc(COc2cccc3cccnc23)cc1
  5.2% | 6.1
114) COCCn1c(SCc2nc3cc(OC)c(OC)cc3c(=O)[nH]2)nnc1-c1ccncc1
  ? | .
115) CN(C)S(=O)(=O)c1cccc(C(=O)NC(=S)N(CCC#N)Cc2cccnc2)c1
  1.8% | 11.4
116) CNC(=O)c1sc(Nc2cc(C)ccc2C)nc1C
  ? | .
117) O=C(CCc1nnc2n(Cc3ccccc3)c(=O)c3ccccc3n12)NCCCN1CCCCC1
  ? | .
118) CCCCC1CCC(C(=O)N(CC(C)C)c2c(N)n(Cc3ccccc3)c(=O)[nH]c2=O)CC1 (stereo not drawn)
  ? | .
119) O=C(COc1ccccc1/C=C1\SC(=O)NC1=O)Nc1ccccc1
  ? | .
